Screening results from PubChem BioAssay.
DT40 TDP1 no CPT = qHTS for Inhibitors of human tyrosyl-DNA phosphodiesterase 1 (TDP1): qHTS in cells in absence of CPT; 420,000 compounds, 15% hits; AID 686978, 2013; Potency, µM (highest dose often 46.2 µM), inactives show top-dose activity change, negative = growth inhibition, hits mostly inhibitors; DT40 Tdp1-/- hTDP1 cells, no CPT, ATP luminescence, 48 h; further: nearly all actives have a fitted effect of over 55% in size
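Readout: luminescence from CellTiter-Glo after 30 min in the dark at RT. Cells: DT40 Tdp1-/- with stable hTDP1, 400/well. Exposure: compounds alone, ≥48 hr, 37 °C.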
TDP1 cell CPT = growth inhibition of DT40 Tdp1-/-;hTDP1 cells with camptothecin (screen for TDP1 inhibitors); chicken DT40 Tdp1-/-;hTDP1 cells + 20 nM CPT, ATP luminescence, 48 h; Potency, µM (highest dose often 46.2 µM), for the others: at the top dose activity change, negative = growth inhibition, actives largely listed as inhibitors; AID 686979; 420,000 compounds, 12% hits; further: nearly all actives have a fitted effect of over 55% in size
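Chicken DT40 Tdp1-/- cells stably complemented with human TDP1 were seeded at 400 cells/well in medium containing 20 nM camptothecin, exposed to pin-transferred compounds, and grown at 37 °C for at least 48 hr. Viability was read as ATP luminescence.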
GCN5L2 inh = inhibitors of human GCN5L2 histone acetyltransferase; GCN5L2 HAT assay, ThioGlo1 CoA-SH fluorescence; Potency, µM (series often up to 58.9 µM), inactives show at the top dose activity change, negative = inhibition, hits mostly inhibitors; 390,000 compounds, 0.21% hits
Target sequence (Q92830 whole entry, looked up): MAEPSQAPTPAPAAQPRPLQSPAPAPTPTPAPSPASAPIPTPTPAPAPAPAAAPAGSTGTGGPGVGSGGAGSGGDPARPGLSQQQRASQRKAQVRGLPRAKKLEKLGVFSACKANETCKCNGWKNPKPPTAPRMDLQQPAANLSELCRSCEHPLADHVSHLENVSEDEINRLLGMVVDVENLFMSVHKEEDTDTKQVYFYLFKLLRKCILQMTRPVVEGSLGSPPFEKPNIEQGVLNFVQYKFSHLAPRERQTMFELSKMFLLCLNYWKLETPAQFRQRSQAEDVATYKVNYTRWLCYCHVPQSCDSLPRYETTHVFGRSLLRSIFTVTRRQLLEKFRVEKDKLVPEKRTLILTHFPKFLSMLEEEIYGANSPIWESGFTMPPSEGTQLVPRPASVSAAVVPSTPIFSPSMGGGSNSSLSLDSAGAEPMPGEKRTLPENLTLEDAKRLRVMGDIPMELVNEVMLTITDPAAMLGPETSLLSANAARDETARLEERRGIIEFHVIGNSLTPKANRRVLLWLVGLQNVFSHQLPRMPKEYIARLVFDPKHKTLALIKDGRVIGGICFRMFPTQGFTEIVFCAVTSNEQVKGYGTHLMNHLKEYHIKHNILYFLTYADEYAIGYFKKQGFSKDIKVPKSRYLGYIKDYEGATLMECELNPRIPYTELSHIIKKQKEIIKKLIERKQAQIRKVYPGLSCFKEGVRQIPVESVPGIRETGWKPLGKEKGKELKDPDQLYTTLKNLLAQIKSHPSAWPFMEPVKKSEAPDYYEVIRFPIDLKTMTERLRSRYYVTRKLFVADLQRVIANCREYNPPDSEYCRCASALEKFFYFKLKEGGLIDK
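Free CoA generated was detected with ThioGlo1 (50uM) fluorescence at Ex340nm/Em540nm, read immediately and after 20 min at room temperature. Enzyme, 20 nM in HEPES pH 7.5 buffer, saw compounds 15 min before adding 75uM H3(1-25) peptide and 70uM acetyl-CoA.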
* hit, by the source's call; ? = inconclusive; nt = not tested or not shown; [ ] = another dose, or the depositor's remark. The call rests on the fitted dose curve; in most records, active means well fitted curve in the direction sought with a large enough effect; inconclusive means small, poorly fitted or top-dose-only effect, or another doubt; inactive means no such curve, though single readings can be large; an effect the other way counts as inactive or inconclusive. On the % scale 0 is the no-effect control and ±100 the full control effect; potency means the concentration at half of the fitted maximal effect.

SMILES	DT40 TDP1 no CPT	TDP1 cell CPT	GCN5L2 inh
O=C(CCNS(=O)(=O)c1cccs1)NCc1ccco1	-1%	-12%	-6%
c1ccc(-c2noc(-c3ccc4ccccc4c3)n2)cc1	-9%	-12%	-6%
Cc1ccccc1NC(=O)C(=O)NCCCN1CCOCC1	-5%	20%	0%
Nc1c(N(Cc2ccco2)C(=O)c2ccccc2F)c(=O)[nH]c(=O)n1Cc1ccccc1	-6%	10%	-7%
O=C(O)C(O)(c1ccccc1)C(O)c1ccccc1 (stereo unspecified)	3%	0%	nt
CCC/C=N/NC(=O)c1cc(Br)ccc1O	11%	-7%	-5%
CCCNC(=O)C[C@@H]1C[C@H]2c3cc(NC(=O)c4ccc5c(c4)OCO5)ccc3O[C@H]2[C@@H](CO)O1	15µM*	23µM*	nt
O=C1c2ccccc2S(=O)(=O)c2cc(C(=O)N3CCN(c4ccc(Cl)cn4)CC3)ccc21	-11%	3%	nt
Cc1cc(NC(=O)Cn2nc(C(F)(F)F)c3c2CCCC3)no1	-19%	-11%	2%
O=C(CSc1ccc(-c2ccc(F)cc2)nn1)N1CCCCC1	-14%	-17%	-20%
COc1ccccc1NC(=O)C(O)C(O)C(=O)Nc1ccccc1OC (stereo unspecified)	-1%	10%	-12%
CCc1nn2c(NCCOC)cc(C)nc2c1-c1ccc(F)cc1	?	?	4%
COc1ccccc1OCCNC(=O)CNC(=O)c1ccc(Cl)c(Cl)c1	?	?	0%
COc1ccc(C2C=C(c3ccccc3)Nc3nc(NC(=O)/C=C/c4ccc(Cl)cc4)nn32)cc1 (stereo unspecified)	12µM*	15µM*	-1%
S=C(c1ccc(-c2cccc(Cl)c2)o1)N1CCCCC1	?	-4%	-4%
Cc1cccc(-n2nnc(C(=O)NCc3ccc4c(c3)OCO4)c2N)c1	?	?	-12%
COc1cccc(CN2CCN(Cc3ccc4cccc(F)c4n3)CC2CCO)c1 (stereo unspecified)	-28%	-28%	-17%
Nn1c(SCC(=O)Nc2ccccc2F)nnc1-c1cccs1	0%	25%	3%
COCc1nnc(NC(=O)CS(=O)(=O)c2ccc(C)cc2)s1	-11%	1%	3%
COc1ccc(N2CCN(C(=O)CSc3ncn[nH]3)CC2)cc1	-1%	-1%	-2%
Cc1ccccc1C(=O)NC(CC(C)C)C(=O)Nc1ccc(F)c([N+](=O)[O-])c1 (stereo unspecified)	?	-19%	-1%
CCOC(=O)Cc1cn2c(=O)cc(CSCC(=O)Nc3ccc(C)c(C)c3)nc2s1	?	18µM*	-5%
COc1ccccc1CNC(=O)C[C@@H]1C[C@H]2c3cc(N(C)C)ccc3O[C@H]2[C@H](CO)O1	?	2%	nt
NC(=O)CC(NC(=O)Cc1cccc2ccccc12)c1ccc(N2CCN(c3ccc(F)cc3)CC2)c([N+](=O)[O-])c1 (stereo unspecified)	?	?	19%
O=C(CCN1C(=O)c2ccccc2S1(=O)=O)N1CCN(c2cccc(Cl)c2)CC1	16µM*	?	-1%
O=C(CSc1nnc(CNc2ccc(F)cc2)o1)OC1CCCCC1	-23%	?	1%
CC1=C(C(=O)OCc2ccccc2)C(c2ccccc2)NC(=O)N1 (stereo unspecified)	?	-8%	-4%
O=C(Nc1cccc(Cl)c1)c1csc([C@@H]2O[C@H](CO)[C@H](O)[C@H](O)[C@H]2O)n1	5%	0%	nt
O=C(N/N=C/c1ccc(O)c2ncccc12)c1cccc(Br)c1	4.6µM*	3.7µM*	0%
Cc1cc(N2CCN(c3ccccc3)CC2)n2c(n1)nc1ccccc12	?	-26%	-10%
COc1ccc(NC(=O)Nc2cccs2)cn1	18µM*	13µM*	-8%
COc1ccc(N2C(=O)CCC(C(=O)NCc3ccccn3)C2c2ccc(F)cc2)cc1 (stereo unspecified)	-3%	-1%	-6%[0.501 µM]
C[C@@H](NC(=O)c1ncn(Cc2ccccc2)c1C(=O)N[C@H](C)c1ccccc1)c1ccccc1	?	-2%	-11%
CCCC(=O)N1CCC1(C)C(=O)Nc1cc(-c2ccccc2)nn1C (stereo unspecified)	-74%	?	nt
COC(=O)c1ccc(NC(=O)c2cccc(Cl)c2)o1	?	-16%	-2%
CCCCCC[C@@H](CCC)C(=O)O	-3%	13%	nt
COc1ccccc1Cn1c(=S)[nH]c2cc(C(=O)NCC3CCCO3)ccc2c1=O (stereo unspecified)	?	?	-1%
CCCCNS(=O)(=O)NC(=O)C1=C(N2CCCC2)COC1=O	-1%	10%	-1%
COc1ccc(NC(=O)CSc2cn(CCNC(=O)c3ccc(OC)cc3)c3ccccc23)cc1	26µM*	?	-11%
CCNC(=S)NNC(=O)CCn1c2ccccc2c2ccccc21	?	?	-3%
COc1cccc(-c2ocnc2C(=O)Nc2ccc3c(c2)CCC3)c1	-29%	-16%	-5%
O=C(CCC(=O)N1CCN(c2ccc(F)cc2)CC1)c1ccccc1	-20%	-25%	0%
CCOc1ccc(CN(C)C(=O)CNC(=O)c2ccc3ccccc3c2)cc1OC	?	-10%	-5%
CC(NC(=O)c1cc2c(cc1Cl)N1CCCCCC1=NS2(=O)=O)c1ccc(S(N)(=O)=O)cc1 (stereo unspecified)	13%	-2%	3%
OC(c1ccc2c(c1)OCO2)c1ncc(-c2ccccc2)[nH]1 (stereo unspecified)	-14%	-8%	nt
CCCN(CC(=O)Nc1ccccc1OC)C(=O)CCC(=O)c1ccc(F)cc1	?	?	0%
Cc1ccc(CNC(=O)CN(C(=O)C2(C)CC(=O)N=C3C=CC=CN32)c2ccccc2F)cc1 (stereo unspecified)	?	-15%	-5%
O=C(NCc1nnc(SCC(=O)N2CCCC2)o1)c1c(F)cccc1Cl	?	-2%	2%
Cc1nonc1NC(=O)CSc1nnc(-c2ccoc2C)n1CC(C)C	-6%	-1%	6%
COc1ccc(OC)c(NC(=O)COC(=O)CCNc2ccccc2OC)c1	-3%	3%	-7%
COc1cccc(-c2nn(C)c3sc(C(=O)NCc4ccc(C)o4)cc23)c1	23µM*	?	-12%
CCCNc1nc(=S)n(-c2ccccc2)c(C)c1C(C)=O	-6%	-5%	-12%
NC(=O)CN1C(=O)C2C3CCC(C3)C2C1=O (stereo unspecified)	-8%	-5%	nt
COc1ccc(C(=O)NCc2ccc3c(c2)CCN3C(C)=O)c(OC)c1	-15%	-17%	-7%
O=C1CN=C(Nc2cccc(C(F)(F)F)c2)N1C1CCCC1	-16%	-24%	-2%
COc1ccc(C(=O)OC2C(OC)OCC(O)C2O)cc1 (stereo unspecified)	?	-9%	nt
O=C1C2CCCCN2C(=O)N1CCCCN1CCN(c2ccc(F)cc2)CC1 (stereo unspecified)	16%	6%	-1%
CCCn1c(SCN2C(=O)c3ccccc3C2=O)nc2cc(Cl)ccc2c1=O	23µM*	21µM*	-1%
CCNC(=S)NCc1ccc2[nH]c(C)cc2c1	-14%	-10%	3%
O=C(Oc1cccc(-n2cnnn2)c1)c1ccccc1	-2%	6%	-1%

4 compounds already listed, sorted by count of non-hydrogen atoms, high to low.
SMILES	DT40 TDP1 no CPT	TDP1 cell CPT	GCN5L2 inh
COc1cccc(-c2nn(C)c3sc(C(=O)NCc4ccc(C)o4)cc23)c1	23µM*	?	-12%
O=C(CCC(=O)N1CCN(c2ccc(F)cc2)CC1)c1ccccc1	-20%	-25%	0%
OC(c1ccc2c(c1)OCO2)c1ncc(-c2ccccc2)[nH]1 (stereo unspecified)	-14%	-8%	nt
CCNC(=S)NCc1ccc2[nH]c(C)cc2c1	-14%	-10%	3%

Other records follow.
SMILES	DT40 TDP1 no CPT	TDP1 cell CPT	GCN5L2 inh
CCOC(=O)c1cccc(NC(=O)c2cnc3ccccc3n2)c1	26µM*	?	-4%
CCOc1ccc(CCNC(=O)COC(=O)COc2cc(C)cc(C)c2)cc1OCC	-14%	-20%	?
N#Cc1cc2c(nc1SCC(=O)Nc1sc3c(c1C#N)CCC3)CCCC2	12µM*	?	-4%
COc1ccc(CN2CCN(Cc3ccccc3)C(CCO)C2)cc1OC (stereo unspecified)	-13%	-30%	-5%
Cc1ccc(S(=O)(=O)N2CCC(=O)N([C@H](COCc3cccc(Cl)c3)Cc3ccccc3)CC2)cc1	21µM*	?	nt
COC(=O)c1sccc1S(=O)(=O)Nc1ccc(S(N)(=O)=O)cc1	-3%	1%	0%
CCN(CC(=O)Nc1cc(Cl)ccc1C)C(=O)C1CCCCC1	-1%	4%	-9%
CCCc1cnc2c(c1SCC(=O)Nc1c(C)cc(C)cc1C)c(=O)n(C)c(=O)n2C	-5%	4%	-8%
Cc1cccc(NC(=O)CCSc2nc(C)cc(C)n2)c1	-16%	-9%	-6%
CCOc1cccc2sc(Nc3nc4ccc(NC(C)=O)cc4s3)nc12	?	18µM*	-24%
CCCCn1c(SCC(=O)Nc2cc(C(F)(F)F)cc(C(F)(F)F)c2)nnc1C(CC)N(C)C (stereo unspecified)	21µM*	23µM*	-14%
O=C(O)c1ccc2[nH]c3c(c2c1)CSCC3	1%	-1%	-6%
CC(C)(C)C(=O)Nc1nnc(SCc2cccc(F)c2)s1	?	?	-7%
c1cncc(CSc2ccc(-c3cccnc3)nn2)c1	3%	2%	-3%
O=C(Cc1ccccc1)N1CCN(C(=O)c2ccc([N+](=O)[O-])cc2)CC1	0%	-13%	-1%
CCn1cc2nc(SCC(=O)Nc3ccc(C)cc3C)n(Cc3ccc(C)cc3)c(=O)c2n1	5.2µM*	3.7µM*	0%
COc1ccc([C@H]2CC(=O)C=C(c3cccc(C(C)C)c3)C2)cc1OC	16µM*	21µM*	-11%
CC1=Nc2ccccc2N=C(NC(=O)/C=C/C(=O)O)C1c1ccccc1 (stereo unspecified)	1%	13%	1%
O=C(COC(=O)/C=C/c1ccc(Cl)cc1)NC1CCS(=O)(=O)C1 (stereo unspecified)	18µM*	?	nt
CCOC(=O)c1c(C)[nH]c(C)c1S(=O)(=O)N1CCC(C(=O)NCc2ccc(OC)cc2)CC1	-11%	-6%	-7%

One compound at a time, as listed above. Values in the order: DT40 TDP1 no CPT, TDP1 cell CPT, GCN5L2 inh
Listed for Cc1ccc(S(=O)(=O)N2CCC(=O)N([C@H](COCc3cccc(Cl)c3)Cc3ccccc3)CC2)cc1 : 21µM*, ?, nt
Listed for CCOC(=O)c1cccc(NC(=O)c2cnc3ccccc3n2)c1 : 26µM*, ?, -4%
Listed for CC1=Nc2ccccc2N=C(NC(=O)/C=C/C(=O)O)C1c1ccccc1 (stereo unspecified) : 1%, 13%, 1%
Listed for CCn1cc2nc(SCC(=O)Nc3ccc(C)cc3C)n(Cc3ccc(C)cc3)c(=O)c2n1 : 5.2µM*, 3.7µM*, 0%
Listed for CCOC(=O)c1c(C)[nH]c(C)c1S(=O)(=O)N1CCC(C(=O)NCc2ccc(OC)cc2)CC1 : -11%, -6%, -7%

(more compounds)
SMILES	DT40 TDP1 no CPT	TDP1 cell CPT	GCN5L2 inh
CCOC(=O)c1ccccc1NC(=O)N(Cc1ccco1)C1CCN(C(C)=O)CC1	?	?	1%
Cc1ccccc1-c1nc(CS(=O)(=O)CC(=O)NCc2ccc(F)cc2)c(C)o1	?	?	?
O=C(NCCN1CCOCC1)c1cn(CCc2ccccc2)nn1	-6%	-6%	4%
Cc1cc(C(=O)Nc2ccc3c(c2)OCCO3)co1	-25%	-24%	?
O=C(O)CN1C(=O)c2ccc(Oc3ccc4c(c3)C(=O)N(CC(=O)O)C4=O)cc2C1=O	2%	8%	-2%
Cc1ccc(CN2C(=O)C(=O)c3cc(Br)cc(C)c32)cc1	1.5µM*	2.3µM*	-18%
c1ccc(-c2ccc(OCCOCCn3cncn3)cc2)cc1	-27%	?	-5%
O=C(O)c1ccccc1Nc1ccc(OC(F)F)cc1	-20%	-6%	-1%
CN(C(=O)c1cccc(NC(=O)Cc2ccc(NC(=O)C3CCCN(C(=O)CCc4ccccc4)C3)cc2)c1)C1CCC1 (stereo unspecified)	15µM*	?	nt

Part of the list above in a different format:
CN(C(=O)c1cccc(NC(=O)Cc2ccc(NC(=O)C3CCCN(C(=O)CCc4ccccc4)C3)cc2)c1)C1CCC1 (stereo unspecified)
  DT40 TDP1 no CPT: 15µM*; TDP1 cell CPT: ?; GCN5L2 inh: nt
O=C(O)c1ccccc1Nc1ccc(OC(F)F)cc1
  DT40 TDP1 no CPT: -20%; TDP1 cell CPT: -6%; GCN5L2 inh: -1%
O=C(O)CN1C(=O)c2ccc(Oc3ccc4c(c3)C(=O)N(CC(=O)O)C4=O)cc2C1=O
  DT40 TDP1 no CPT: 2%; TDP1 cell CPT: 8%; GCN5L2 inh: -2%
Cc1ccccc1-c1nc(CS(=O)(=O)CC(=O)NCc2ccc(F)cc2)c(C)o1
  DT40 TDP1 no CPT: ?; TDP1 cell CPT: ?; GCN5L2 inh: ?
